# Screening results: PubChem BioAssay, several laboratories
# NTR1 ag – NTR1-driven beta-arrestin-GFP spot formation – imaging, U2OS cells, high content, primary screen (AID 493036) | P30989 | agonist mode | activation, % at 20 µM | 330,000 compounds, 0.17% hits;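 active = activation at or above 40% of the spot to cytoplasm intensity ratio, with at least 20 cells analyzed; inconclusive = wells under 20 cells, flagged as cytotoxic or low count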;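 also: 0% = DMSO without peptide and 100% = 100 nM NTR1 peptide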
# Target sequence (P30989 whole entry, looked up): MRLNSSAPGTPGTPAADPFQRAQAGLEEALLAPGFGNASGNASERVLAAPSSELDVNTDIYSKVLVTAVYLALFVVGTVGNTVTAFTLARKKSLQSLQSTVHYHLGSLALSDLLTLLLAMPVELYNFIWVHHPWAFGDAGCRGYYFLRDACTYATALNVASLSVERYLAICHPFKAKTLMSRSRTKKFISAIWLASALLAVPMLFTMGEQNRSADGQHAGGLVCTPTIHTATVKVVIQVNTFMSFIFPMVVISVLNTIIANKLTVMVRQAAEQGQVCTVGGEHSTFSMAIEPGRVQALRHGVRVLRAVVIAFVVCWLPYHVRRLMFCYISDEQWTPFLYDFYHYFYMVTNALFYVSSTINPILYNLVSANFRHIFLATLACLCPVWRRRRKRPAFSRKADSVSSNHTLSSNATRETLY
# Myeloid diff 2 – myeloid differentiation induction; ER-HoxA9 myeloid progenitors, lysozyme-GFP differentiation, flow cytometry; calls only at 10 µM; 360,000 compounds, 1% hits;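 active = normalized GFP-positive differentiation at or above the plate's own cutoff, the solvent-only control mean plus 3 SD; inconclusive = no clear call, values can overlap the other calls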;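 also: cells exposed to compound for four days before flow analysis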
# MgcRacGAP inhibition – MgcRacGAP GTPase-activating activity inhibitors, confirmation, biochemical, ADP Hunter fluorescence; MgcRacGAP-stimulated Rac1 GTP hydrolysis, ADP Hunter fluorescence; higher % means a stronger effect; GST-tagged Rac1 F28L mutant substrate; one-dose inhibition, % at 30 µM; IC50 in µM for titrated hits; 340,000 compounds, 0.6% hits;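 active = first-screen hits whose inhibition reached a set limit at any dose in the follow-up dose series; inconclusive = inhibition above the set first-screen limit but never retested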;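 also: fluorescence reports GDP produced by GAP-driven GTP hydrolysis; strong numbers were not always called active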
# GPR35 arrestin U2OS – inhibition of zaprinast-stimulated GPR35 beta-arrestin translocation – imaging, U2OS, beta-arrestin-GFP, zaprinast agonist, primary screen (AID 2058); U2OS GPR35 beta-arrestin-GFP translocation imaging, zaprinast antagonism; higher % means a stronger effect; one-dose inhibition, % at 10 µM; IC50 in µM for titrated hits; 290,000 compounds, 0.052% hits;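 active = inhibition of at least 50% with at least 30 cells and total cytoplasm GFP at most 10,000,000; inconclusive = under 30 cells or total GFP of 10,000,000 plus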
# Siah-1 displacement – blockers of Siah-1 interaction with plectin peptide – biochemical, fluorescence polarization, rhodamine-plectin, uHTS, primary screen (AID 1817) | Siah-1 / rhodamine-plectin peptide fluorescence polarization; higher % means a stronger effect | displacement, % at 20 µM; hits with a dose series show IC50 in µM | 290,000 compounds, 0.02% hits;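 active = displacement of at least 50% at 20 µM, with a fluorescence ratio check between 0.3 and a set limit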;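 also: plate controls were Siah plus tracer with DMSO for no effect and tracer alone without Siah for full effect; strong numbers were not always called active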
# GPR55 LPI antagonism – inhibition of LPI-stimulated GPR55 beta-arrestin translocation – imaging, U2OS, beta-arrestin-GFP, LPI agonist, primary screen (AID 2013); U2OS GPR55 beta-arrestin-GFP translocation imaging, LPI antagonism; higher % means a stronger effect; inhibition, % at 10 µM; hits with a dose series show IC50 in µM; 290,000 compounds, 0.13% hits;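 active = spots per cell inhibited over 60%, with over 100 cells counted and total cytoplasm intensity under 500,000; inconclusive = wells with under 100 cells, flagged as likely toxic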;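 also: U2OS cells stably carrying GPR55 and arrestin-GFP stimulated by 5 µM LPI near EC80; imaged beta-arrestin-GFP aggregate spots per cell after agonist stimulation; plate controls were LPI-stimulated DMSO wells for no effect and DMSO wells without LPI for full effect; some results filed as inactive read as strong as hits; confirmed hits need IC50 under 10 µM and bright autofluorescent wells are also inconclusive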
# Salmonella PhoP GFP – PhoP-dependent GFP reporter repression – Salmonella Typhimurium, primary screen (AID 1863) | 300,000 compounds, 0.16% hits | inhibition, % at 50 µM; hits with a dose series show IC50 in µM | S. Typhimurium PhoP-regulated promoter GFP reporter, 4 h; higher % means a stronger effect;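 active = inhibition over 29.93%, a cutoff 3 SD above the screen mean, later confirmed by dose response; inconclusive = inhibition over 29.93% but no dose response follow-up; inactive = inhibition at most 29.93% or unconfirmed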;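 also: 0% = low Mg2+ inducing control and 100% = high Mg2+ repressing control; strong numbers were not always called active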
# LYP phosphatase – PTPN22 lymphoid phosphatase activity blockers – biochemical, fluorescence intensity, uHTS (AID 1779); recombinant LYP phosphatase, fluorescence intensity; higher % means a stronger effect; inhibition, % at 11.5 µM; hits with a dose series show IC50 in µM; 290,000 compounds, 0.054% hits; in the data active = inhibition above about 50%;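 also: plate controls were vehicle with enzyme for no effect and no enzyme for full effect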
# HIV peptide binding – cell-free HIV fusion peptide-binding blockers – biochemical, uHTS, fluorescence dequenching, primary screen (AID 1986) | one-dose inhibition, % at 20 µM; IC50 in µM for titrated hits | cell-free peptide binding, fluorescence dequenching, 30 min; higher % means a stronger effect | 290,000 compounds, 0.3% hits; in the data active = inhibition mostly above about 52%, no sharp cut-off; inactive = mostly below about 76%; also: some results filed as inactive read as strong as hits
# NTR1 ag cell count 20 µM – recorded beside NTR1 ag, whose call it bears; cell count; measured here: cell count, cytotoxicity flag
# Myeloid diff 2 GFP+ MAC1+ % – second read-out of Myeloid diff 2, no call of its own (marks repeat the call); GFP+ MAC1+ double positive, %; measured here: differentiation confirmed by MAC1 staining
# * marks the source's active call; other numbers are inactive results; i = inactive; ? = inconclusive; / = not tested or not shown; + = active, no number.
SMILES,NTR1 ag,NTR1 ag cell count 20 µM,Myeloid diff 2,Myeloid diff 2 GFP+ MAC1+ %,MgcRacGAP inhibition,GPR35 arrestin U2OS,Siah-1 displacement,GPR55 LPI antagonism,Salmonella PhoP GFP,LYP phosphatase,HIV peptide binding
CC1Sc2ccc(S(=O)(=O)N3CCC(C(=O)NCc4ccco4)CC3)cc2NC1=O (configuration not stated),-1.3,55,i,0.8,8%,-10%,-4%,-2%,-2%,-10%,1.2%
COc1ccccc1CN1CCC(CNS(=O)(=O)c2cc(-c3cc(C)no3)ccc2C)CC1,0.2,54,i,0.5,6%,-5%,1%,6%,3%,-10%,0.2%
COC(=O)CNC(=O)C(Cc1ccccc1)NS(=O)(=O)c1ccc2c(c1)c(=O)n(C)c(=O)n2C (configuration not stated),-0.5,38,i,0.8,7%,-2%,3%,11%,-8%,-2%,-1.6%
CCOc1cc(C(=S)N2CCCC2)ccc1OC,1.7,42,i,0.6,8%,12%,3%,6%,-6%,-2%,-0.3%
Cc1cc(C(C)(C)C)cc(C)c1C(=O)O,-1.0,32,i,0.6,1%,0%,15%,-4%,7%,-7%,0.4%
COc1ccc(NC(=O)c2cc3n(n2)C(C(F)(F)F)CC(c2ccc(OC)cc2)N3)cc1 (configuration not stated),11,40,i,5.8,6%,13%,3%,-8%,-17%,-2%,0.9%
Cc1nn(C)cc1NC(=O)c1ccc(Br)o1,0.2,53,i,0.3,-1%,-11%,-4%,-2%,10%,-4%,-1.1%
O=C(Cn1c(=O)sc2ccccc21)Nc1ccc(S(=O)(=O)N2CCCC2)cc1,1.4,93,i,0.4,0%,14%,0%,1%,15%,0%,-1.4%
COc1ccc(CCC(=O)N2CCCc3ccccc32)cc1,-0.6,43,i,0.6,7%,6%,-2%,7%,-3%,-5%,1.9%
CCN1C(=O)c2cccc3c(S(=O)(=O)NC(Cc4ccccc4)C(=O)O)ccc1c23 (configuration not stated),2.1,55,i,1.8,13%,-2%,0%,-3%,0%,-8%,-0.3%
Cc1cc(C(=O)COC(=O)Cc2n[nH]c(=O)c3ccccc23)c(C)n1-c1cccc(C(F)(F)F)c1,4.0,56,i,4.0,5%,3%,-3%,19%,12%,-2%,-2.2%
COc1ccc(/C=N/NC(=O)c2ccncc2)c(OC)c1,-0.6,86,i,0.5,/,5%,-1%,8%,6%,-4%,-0.8%
CC(C)[C@H](NC(=O)N1CCC(Cc2ccccc2)CC1)C(=O)O,-1.9,80,i,0.5,10%,9%,1%,0%,11%,-6%,-0.9%
COC(=O)c1ccc(-n2nnnc2SCC(=O)Nc2ccccc2C(=O)OC)cc1,/,/,i,0.7,7%,6%,-6%,1%,21%,2%,-0.7%
Cc1ccc(NC(=O)Cn2ccsc2=N)cc1S(=O)(=O)N(C)C,-1.1,36,i,0.9,-2%,-9%,-8%,-4%,0%,1%,2.0%
COCCN(C(=O)c1ccc(-c2ccc(Cl)cc2)o1)c1c(N)n(Cc2ccccc2)c(=O)[nH]c1=O,0.9,65,i,0.2,1%,/,/,/,-3%,/,/
Cc1ccccc1C1C(C#N)=C2N=C(N)c3c(sc4c3CCCCC4)N2C2=C1C(=O)CC(C)(C)C2 (configuration not stated),3.6,81,+,4.5*,12%,8%,0%,10%,-8%,-2%,26%
COc1ccc(N2CCN(C(=O)C3=NNC(=O)CC3)CC2)cc1,2.3,74,i,0.2,5%,-17%,2%,1%,0%,-2%,0.6%
COc1ccc(-n2c(=O)cc(N3CCOCC3)[nH]c2=O)cc1,-1.1,66,i,8.2,-4%,2%,4%,-5%,6%,-12%,0.8%
O=C1CCC(C(=O)Nc2nnc(C3CC3)s2)=NN1,-1.1,40,i,0.7,4%,1%,-4%,-3%,-7%,-3%,-1.6%
Oc1ccc(-c2csc(-c3ccccc3)n2)cc1O,11,61,i,6.4,?,-3%,2%,22%,5%,-5%,0.5%
CCc1nnc(NC(=O)c2ccc(S(C)(=O)=O)cc2)s1,-0.8,57,i,0.9,10%,10%,1%,-7%,-10%,-2%,-1.1%
CCOC(=O)C1(Cc2ccccc2C(F)(F)F)CCN(C(C)CCn2cccn2)CC1 (configuration not stated),0.6,34,i,0.9,5%,11%,-3%,10%,2%,-5%,0.4%
O=C(Cn1nnc(-c2ccc(Cl)cc2)n1)NCCC1=CCCCC1,-0.2,47,i,12,0%,12%,4%,12%,7%,-8%,-5.0%
COc1cc(NC(=O)Cn2c([N+](=O)[O-])cnc2C)c(OC)cc1Cl,-1.0,61,i,0.2,2%,5%,-1%,9%,-6%,-6%,-0.6%

# Two records drawn at random from the list so far:
SMILES,NTR1 ag,NTR1 ag cell count 20 µM,Myeloid diff 2,Myeloid diff 2 GFP+ MAC1+ %,MgcRacGAP inhibition,GPR35 arrestin U2OS,Siah-1 displacement,GPR55 LPI antagonism,Salmonella PhoP GFP,LYP phosphatase,HIV peptide binding
COc1ccc(-n2c(=O)cc(N3CCOCC3)[nH]c2=O)cc1,-1.1,66,i,8.2,-4%,2%,4%,-5%,6%,-12%,0.8%
COc1ccc(NC(=O)c2cc3n(n2)C(C(F)(F)F)CC(c2ccc(OC)cc2)N3)cc1 (configuration not stated),11,40,i,5.8,6%,13%,3%,-8%,-17%,-2%,0.9%

# Next entries
SMILES,NTR1 ag,NTR1 ag cell count 20 µM,Myeloid diff 2,Myeloid diff 2 GFP+ MAC1+ %,MgcRacGAP inhibition,GPR35 arrestin U2OS,Siah-1 displacement,GPR55 LPI antagonism,Salmonella PhoP GFP,LYP phosphatase,HIV peptide binding
COc1ccc(S(=O)(=O)n2nc(OC(=O)c3ccncc3)cc2N)cc1,-0.7,56,i,0.5,8%,3%,7%,8%,-11%,-6%,-0.3%
CCOc1ccc(OCc2cccc(C(=O)Nc3ccc(CN4CCCCC4)cc3)c2)cc1,15,44,/,/,15%,-2%,-9%,1%,-3%,-5%,3.8%
O=C(COC(=O)CCN1C(=O)C2CC=CCC2C1=O)NCCc1ccccc1 (configuration not stated),0.0,61,i,1.1,7%,6%,-3%,3%,-2%,-11%,0.3%
CN1C(=O)Nc2cccc3cccc1c23,-0.1,86,i,0.3,13%,-2%,-2%,-15%,9%,-5%,-1.6%
Cc1ccc(S(=O)(=O)CCC(=O)NCCc2ccc(Cl)cc2)cc1,1.8,45,i,0.3,0%,-9%,5%,12%,-1%,-8%,1.4%
Cc1ccc(CNC(=O)C(=O)NCC2OCCN2S(=O)(=O)c2cccs2)cc1 (configuration not stated),-0.1,79,i,0.9,9%,-14%,-1%,11%,-1%,-5%,0.6%
CCCC(=O)Nc1nc(C(=O)OCC)cs1,-0.4,35,i,2.2,4%,12%,4%,-4%,-5%,6%,1.7%
CCOC(=O)c1ccc(NC(=O)CN2C(=O)C(CC)SC(CC)C2=O)cc1 (configuration not stated),1.5,84,i,0.0,11%,6%,1%,-9%,-9%,-7%,-2.5%
COc1ccc(OC)c(NC(=O)c2ccc3c(c2)C(=O)N(CC2CCCO2)C3=O)c1 (configuration not stated),-0.3,44,i,3.2,-3%,-14%,2%,1%,-2%,-3%,0.8%
Cc1cc(-c2ccccc2)n2ncnc2n1,-0.4,39,i,0.5,7%,-14%,12%,8%,-7%,-6%,0.4%
CCOC(=O)c1cnc2c(cnn2C)c1NCCCn1ccnc1,1.5,51,i,0.4,9%,-13%,6%,4%,-3%,0%,0.4%
COc1ccc(OCc2cc(C(=O)N3CCCCCCC3)no2)c(Cl)c1,0.7,67,i,0.8,8%,0%,9%,10%,-2%,-5%,0.3%
CCOc1ccc(N(Cc2ccccc2F)C2=NC3CS(=O)(=O)CC3S2)cc1 (configuration not stated),13,64,i,3.7,4%,6%,2%,4%,1%,-1%,-0.1%
CC1=CCC2COC(c3ccc[n+](Cc4ccccc4)c3)C1C2 (configuration not stated),-0.8,63,i,0.4,8%,5%,-8%,8%,7%,-2%,-1.8%
COc1ccc2c(=O)cc(C(F)(F)C(F)(F)F)oc2c1,1.6,65,i,0.3,3%,2%,-2%,-13%,-2%,-12%,-2.1%
C/C(=N/O)c1ccc2c(c1)OCCOCCOc1cc(/C(C)=N/O)ccc1OCCOCCO2,1.0,53,i,0.2,4%,-6%,-3%,-1%,-9%,3%,0.2%
COc1ccc(/C=N\NC(=O)CNC(=O)C2COc3ccccc3O2)cc1[N+](=O)[O-] (configuration not stated),0.4,66,i,7.1,5%,12%,2%,6%,-7%,-8%,0.3%
O=C(Nc1cccc(Cl)c1)c1cnc[nH]1,-2.1,84,i,1.1,0%,-3%,2%,8%,-2%,-9%,0.3%
CCOC(=O)N1CCC2(CC1)CC(=O)c1cc(O)ccc1O2,-0.6,48,i,1.0,0%,-1%,5%,14%,0%,-6%,2.4%

# Seven of these compounds, set out differently:
# Values run as follows: NTR1 ag | NTR1 ag cell count 20 µM | Myeloid diff 2 | Myeloid diff 2 GFP+ MAC1+ % | MgcRacGAP inhibition | GPR35 arrestin U2OS | Siah-1 displacement | GPR55 LPI antagonism | Salmonella PhoP GFP | LYP phosphatase | HIV peptide binding
COc1ccc(OC)c(NC(=O)c2ccc3c(c2)C(=O)N(CC2CCCO2)C3=O)c1 (configuration not stated)
    -0.3 | 44 | i | 3.2 | -3% | -14% | 2% | 1% | -2% | -3% | 0.8%
Cc1cc(-c2ccccc2)n2ncnc2n1
    -0.4 | 39 | i | 0.5 | 7% | -14% | 12% | 8% | -7% | -6% | 0.4%
CCOC(=O)c1cnc2c(cnn2C)c1NCCCn1ccnc1
    1.5 | 51 | i | 0.4 | 9% | -13% | 6% | 4% | -3% | 0% | 0.4%
COc1ccc(OCc2cc(C(=O)N3CCCCCCC3)no2)c(Cl)c1
    0.7 | 67 | i | 0.8 | 8% | 0% | 9% | 10% | -2% | -5% | 0.3%
CCOc1ccc(N(Cc2ccccc2F)C2=NC3CS(=O)(=O)CC3S2)cc1 (configuration not stated)
    13 | 64 | i | 3.7 | 4% | 6% | 2% | 4% | 1% | -1% | -0.1%
CC1=CCC2COC(c3ccc[n+](Cc4ccccc4)c3)C1C2 (configuration not stated)
    -0.8 | 63 | i | 0.4 | 8% | 5% | -8% | 8% | 7% | -2% | -1.8%
COc1ccc2c(=O)cc(C(F)(F)C(F)(F)F)oc2c1
    1.6 | 65 | i | 0.3 | 3% | 2% | -2% | -13% | -2% | -12% | -2.1%

# This is a random part of the collection; 2.4% or so of the library scored in one or more.
